Polio RdRp inh – inhibitors of poliovirus RNA polymerase binding and polymerization | P03300 | poliovirus polymerase elongation, fluorescence polarization; hits give low values | % elongation, % (compound at 16.7 µg/mL) | 0.66% of 150,000 active | AID 588519; in the data active = % elongation below about 90%; note: some results filed as inactive read as strong as hits
Target sequence (P03300 1749-2209 limits assumed): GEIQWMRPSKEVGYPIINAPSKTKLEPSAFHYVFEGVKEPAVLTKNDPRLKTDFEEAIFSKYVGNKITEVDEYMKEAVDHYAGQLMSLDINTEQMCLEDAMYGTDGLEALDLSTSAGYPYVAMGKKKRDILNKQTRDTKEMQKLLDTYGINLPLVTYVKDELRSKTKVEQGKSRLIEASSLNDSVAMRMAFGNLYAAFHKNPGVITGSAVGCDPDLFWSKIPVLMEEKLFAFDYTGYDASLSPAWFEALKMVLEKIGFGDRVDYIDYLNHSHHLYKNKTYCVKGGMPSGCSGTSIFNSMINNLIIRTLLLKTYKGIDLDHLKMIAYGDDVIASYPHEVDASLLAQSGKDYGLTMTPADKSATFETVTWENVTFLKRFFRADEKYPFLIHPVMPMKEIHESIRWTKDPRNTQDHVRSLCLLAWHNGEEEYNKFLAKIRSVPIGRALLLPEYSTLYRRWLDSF
Polio RdRp inh FP z-score – second read-out of Polio RdRp inh, no call of its own (marks repeat the call); z-score; measured here: FP z-score; hits read low
* hit, by the source's call; & = joins results of further samples. Not all compounds are listed (hit frequency here may not be typical).

Start of the data: the first 2 entries as a preview:
SMILES	Polio RdRp inh	Polio RdRp inh FP z-score
COc1ccc(/C=C2\SC(=S)N(CCCC(=O)O)C2=O)cc1OC	105.0	0.6
CC1CCc2nc(NC(=O)c3ccc(Cc4ccccc4)cc3)sc2C1 (configuration not stated)	101.0	-0.1

The listing, from the first entry:
SMILES	Polio RdRp inh	Polio RdRp inh FP z-score
COc1ccc(/C=C2\SC(=S)N(CCCC(=O)O)C2=O)cc1OC	105.0	0.6
CC1CCc2nc(NC(=O)c3ccc(Cc4ccccc4)cc3)sc2C1 (configuration not stated)	101.0	-0.1
Cc1ccc(Sc2c(C)c3cc4c(cc3[nH]c2=O)OCO4)cc1	104.0	0.5
NNC(=O)c1c(O)c2cccc3c2n(c1=O)CCC3	102.0	0.4
CCCNC(=O)CCn1c(=O)c2cccn2c2cccnc21	100.0	-0.5
CCOc1ccc(C(=O)N2CCCCC2CCN2CCOCC2)cc1 (configuration not stated)	105.0	-0.4
COc1ccc(NC(=O)Cn2c(=O)n(-c3ccccc3)c(=O)c3c4c(sc32)CCCC4)cc1OC	102.0	0.2
COc1cccc(CNC(=O)C2CCN(S(=O)(=O)N3CCC(C)CC3)CC2)c1	104.0	-1.6
Cc1c(C(=O)Nc2ccc(-c3nc4cc(Cl)ccc4o3)cc2)oc2ccccc12	105.0	0
O=C(COC(=O)C1CCN(C(=O)c2ccc(Cl)cc2)CC1)NCc1ccco1	103.0	-0.1

Full records, looked up by structure. Values in the order: Polio RdRp inh | Polio RdRp inh FP z-score
CCOc1ccc(C(=O)N2CCCCC2CCN2CCOCC2)cc1 (configuration not stated) across the screens: 105.0 | -0.4
COc1ccc(/C=C2\SC(=S)N(CCCC(=O)O)C2=O)cc1OC across the screens: 105.0 | 0.6

Further compounds follow:
SMILES	Polio RdRp inh	Polio RdRp inh FP z-score
CCc1ccccc1NC(=O)C1CCN(S(=O)(=O)c2c(C)noc2/C=C/c2ccco2)CC1	101.0	0
COc1ccccc1CN=C(C)c1ccccc1O	104.0	0.9
Cc1c(Cl)cccc1NC(=O)CCCn1nc(C)c2sc3ccccc3c2c1=O	114.0	0.4
O=C(O)COc1ccc(-c2nnco2)cc1	89.0*	-1.3*
CCOC(=O)c1sc(NC(=S)Nc2ccc(N3CCOCC3)c3nonc23)c(C(=O)OCC)c1C	102.0	0.4
S=C(N/N=C\c1ccn[nH]1)Nc1ccc(Cl)cc1	102.0	0.1
CCC(CC)C(=O)Nc1nnc(S(=O)(=O)N2CCCCCC2)s1	102.0	-1.5
CCCn1nnnc1NCc1cc(Cl)c(OCc2cccs2)c(OC)c1	104.0	0.6
Cc1ccccc1-c1noc2ncnc(NCCCO)c12	100.0	-0.5
O=C(O)Cc1n[nH]c(=S)n1Cc1ccccc1	98.0	-0.4
N#CCNC(=O)Cc1ccccc1	109.0	0.6
Cc1ccc(C)c(N2C(=O)CC3CS(=O)(=O)CC32)c1 (configuration not stated)	102.0	-0.2
CSc1ccccc1NC(=S)Nc1cccnc1	115.0	1.1
COc1ccc(N=C2c3ccccc3-c3nc4ccccc4nc32)cc1	103.0	0.1
COc1ccnc2cc(Cl)ccc12	102.0	-0.2
Cc1ccccc1-n1c(SCc2cccc(C#N)c2)nnc1-c1cc2occc2n1C	101.0	0
COc1ccc(S(=O)(=O)N2CCc3ccccc32)cc1C(=O)N1CCC(C)CC1	96.0	-1.3
Cc1nc2ccccc2c(=O)n1NC(=O)c1c(O)c2c(n(CC(C)C)c1=O)CCCC2	101.0	0.1
CCN(CC)CC(=O)N1c2ccccc2NC(=O)CC1C (configuration not stated)	103.0	0.8
CCOc1ccccc1C(=O)NCC(c1cccs1)S(=O)(=O)c1ccc(F)c(C)c1 (configuration not stated)	101.0	-0.8
CC1=[N+](C)c2cc(C(F)(F)F)ccc2C1(C)C	114.0	1.8
Cc1ccc(CSCC(=O)N2CCN(c3ccc(F)cc3)CC2)cc1	112.0	0.3
O=C(NC1CCCC1)C(Cc1ccccc1)n1cccc1 (configuration not stated)	103.0	0.7
CCc1nn(C(C)C(=O)N(C)Cc2ccccc2)c(=O)c2cc3occc3n12 (configuration not stated)	105.0	1.2
COC(=O)Nc1ncc(CN2CCC(C)CC2)s1	106.0	0.5
CC(C)C(C#N)N1CCNCC1 (configuration not stated)	98.0	-0.5
Cc1cccc2c1-c1sc(C(=O)Nc3ccccc3C(N)=O)cc1CO2	105.0	0.2
Cc1c(C)n(Cc2ccc(F)cc2)c2ccc(C(=O)N3CCN(c4ncccn4)CC3)cc12	101.0	0.2
CCCc1cnc2c(c1SCC(=O)Nc1ccccc1OCC)c(=O)n(C)c(=O)n2C	99.0	-1.2
CCOc1ccc(NC(=O)c2oc3ccccc3c2NC(=O)Cc2ccc(F)cc2)cc1	105.0	0.2
CC(=O)N(C)c1ccccc1C(=O)O	100.0	0
CCOC(=O)CSc1nnc(CNc2ccc(F)cc2)o1	100.0	-0.7
COC(=O)c1cnc(Oc2c(Cl)cc(N)cc2Cl)cc1C(F)(F)F	99.0	-0.7
O=C(CCN1N=C(c2ccccc2)CCC1=O)NC1CCCC1	102.0	0
CC(C)c1ccc(NS(=O)(=O)c2ccc3[nH]cc(C(=O)NC4CCCC4)c(=O)c3c2)cc1	111.0	0.5
CCC12CN3CC(CC)(CN(C1)C3c1ccc(C(C)C)cc1)C2=O (configuration not stated)	102.0	0
CC1(C)C2CCC1(C)C(OCC[N+]1(C)CCOCC1)C2 (configuration not stated)	100.0	-0.4
COC(=O)C1=C(C)N(Cc2ccccc2)C(=O)NC1c1ccccc1F (configuration not stated)	103.0	0.2
O=C(CSc1ncnc2ccccc12)NCCC1=CCCCC1	103.0	0
COc1ccc(C2C=C(c3ccc(Cl)cc3)Nc3nc(NC(=O)CCC(=O)O)nn32)cc1 (configuration not stated)	98.0	-1.5
COc1ccccc1CNC(=O)c1ccc(-c2nc(CS(=O)c3ccc(C)cc3)c(C)o2)cc1 (configuration not stated)	106.0	-0.3
COc1ccccc1CNC(=O)CCc1c(C)c2cc3c(C)c(C)oc3cc2oc1=O	105.0	-0.8
CCCCCCCCCCCCCCCCCCOC[C@H](COP(=O)([O-])OCC[N+](C)(C)C)OC(C)=O	101.0&100.0	0.1&0
CC1(C)CC(NC(=O)NC(=O)c2c(F)cccc2F)CC(C)(C)N1	98.0	-0.4
Cc1nc2ccc(S(=O)(=O)NC(C(=O)N3CCn4c3nc3ccccc34)C(C)C)cc2s1 (configuration not stated)	101.0	0
O=C(CN(CC1CCCO1)S(=O)(=O)c1ccc(S(=O)(=O)N2CCOCC2)cc1)Nc1ccccc1 (configuration not stated)	102.0	0.2
CCn1c(=O)c(C(=O)CSc2nnc3ccccn23)c(N)n(Cc2ccccc2)c1=O	101.0	-0.2
CN(c1ccccc1C(=O)O)S(=O)(=O)c1ccc(F)cc1	101.0	0.1
Cc1ccc2oc3nc(N)c(-c4ccc(Cl)cc4)cc3c(=O)c2c1	114.0	1.1
CCCCNC(=O)CN1CCN(c2ccc(NC(=O)c3ccc(OC)cc3)cc2C(=O)O)CC1	106.0	-0.2

Next section:
SMILES	Polio RdRp inh	Polio RdRp inh FP z-score
Nc1nc(CNS(=O)(=O)c2ccccc2)nn1S(=O)(=O)c1ccccc1	102.0	-0.3
CN(C)c1ccc(C=NCC2(O)CCOC(C)(C)C2)cc1 (configuration not stated)	103.0	0.3
N#CCc1nc(C23CC4CC(CC(C4)C2)C3)cs1	103.0	0
CC1(C)CC2(CCO1)OC(=O)CC2C(=O)NCc1ccccc1 (configuration not stated)	103.0	0.4
COc1ccc(-c2nnc(SCC(C)C)o2)cc1	101.0	-0.1
CCCn1c(=NC(=O)c2ccccc2)c(C#N)cc2c(=O)n3cccc(C)c3nc21	102.0	0.1
COc1ccc(C2C(C(=O)Nc3ccc(C)cc3C)=C(C)Nc3nc(SC)nn32)cc1OC (configuration not stated)	108.0	0.6
S=C1N(CN2CCOCC2)CCN1CN1CCOCC1	100.0	-0.2
COc1cccc(NC(=O)NCc2ccc3c(c2)CCN3C(=O)c2ccccc2)c1	104.0	-0.6
CCOc1ccc(Sc2cc(C(=O)NCCc3ccccc3)c3ccccc3n2)cc1	105.0	-1.3
O=C(O)c1cc(-c2ccc(F)cc2)on1	98.0	-0.6
Cc1ccc(Cl)cc1N1CCN(c2ncnc3c2nc2n3CCCC2)CC1	112.0	1.3
CCOC(=O)CN(Cc1ccccc1)C(C(=O)NC1CCCCC1)c1ccc(OC)cc1 (configuration not stated)	104.0	-0.1
Cc1cc(NC(=O)Cn2cnc3c(oc4ccccc43)c2=O)no1	99.0	-0.6
CCc1ccccc1NC(=O)c1ccc2nc(CCc3ccccc3)oc2c1	108.0	0.3
Cc1cc(C)cc(NC(=O)CN(C)S(=O)(=O)c2ccc3[nH]c4c(c3c2)CCCC4)c1	110.0	1
CCCS(=O)(=O)c1cnc(C2COc3ccccc3O2)nc1N (configuration not stated)	107.0	0.6
NC(=O)N1CCC(=O)Nc2ccccc21	102.0	-0.1
CCOc1cc(S(=O)(=O)N2CCC(N3CCOCC3)CC2)c(OCC)cc1-n1cnnn1	101.0	-0.6
CC(C)(CN1CCN(Cc2ccccc2)CC1)NS(=O)(=O)c1ccccc1	100.0	0
N#Cc1ccc(Nc2ccccc2)c(N)c1	101.0	0.4
FC(F)(F)Oc1ccc(Nc2n[nH]c(=S)s2)cc1	101.0	-0.2
CCCc1noc2c1C1=NNC(=O)C1C(C)(C)C2 (configuration not stated)	101.0	-0.2
OC(c1cccc(Cl)c1)(c1cccc(Cl)c1)C1CN2CCC1CC2 (configuration not stated)	109.0	0.9
CCCCOc1ccc(Cn2c(=O)oc3ccc(C)cc32)cc1	104.0	0
O=C(CSc1ncc(-c2ccccc2)n1-c1ccccc1)NC1CCS(=O)(=O)C1 (configuration not stated)	100.0	-0.1
CCn1cc(/C=C(\NC(=O)c2ccccc2Cl)C(=O)N2CCc3ccccc32)c2ccccc21	103.0	-0.2
Cc1ccc(-c2noc(-c3nnn(-c4ccc(Br)cc4F)c3C)n2)cc1	113.0	0.4
Cc1ccc(N2C(=O)c3oc4cc(C)c(C)cc4c(=O)c3C2c2ccc(O)cc2)nc1 (configuration not stated)	104.0	0.6
COC(=O)c1ccc(Cc2ccccc2)o1	103.0	0.4
N#C/C(C(=O)NCCN1CCOCC1)=c1/s/c(=C/c2ccccn2)c(=O)n1-c1ccc(F)cc1	119.0	2.3
CCc1nnc(NC(=O)c2nc(SC)ncc2Cl)s1	122.0	0.5
C=C(C)c1cccc(C(C)(C)NC(=O)N2CCN(c3ccc(F)cc3)CC2)c1	102.0	0
Cc1cc(C)cc(NC(=O)CSc2nc3ncccc3[nH]2)c1	114.0	0.6
CCCSC1=NC2(CCN(C(=O)NC3CCCCC3)CC2)N=C1c1ccccc1	102.0	-1.2
OC(CNCCC1=CCCCC1)c1ccccc1 (configuration not stated)	105.0	0.3
Cc1cccc(N(CC(=O)Nc2ccc(Br)cc2)S(C)(=O)=O)c1C	104.0	0.1
Cc1cc(C)cc(C(=O)Nc2cc(C(F)(F)F)ccc2N2CCN(c3ccccc3)CC2)c1	105.0	0.2
CC(=O)N(c1ccccc1)C1(C(=O)NC2CCCC2)CCCCC1	104.0	0.4
C[N+]12CCCCC1C(COc1ccccc1Br)CCC2 (configuration not stated)	99.0	-0.4
Cc1ccc2c(c1)N(C(=O)N1CCC(C(=O)NCc3ccco3)CC1)CC(C)O2 (configuration not stated)	112.0	1
CCOc1ccc(S(=O)(=O)NCCc2sc3nc(-c4ccc(C)cc4)nn3c2C)cc1	105.0	-0.4
COc1cccc(CNS(=O)(=O)c2c(C(=O)N3CCC(C)CC3)c(C)n(C)c2C)c1	108.0	0.4
OCCN1CCN(C2=Cc3ccccc3C2)CC1	100.0	-0.7
CC(=O)Nc1cccc(NC(C)=C(C#N)C#N)c1	101.0	0
Cc1ccccc1NS(=O)(=O)c1nnc(NC(=O)c2ccccc2C)s1	105.0	-0.7
CN(/N=C/c1ncc(C(F)(F)F)cc1Cl)C(=O)Nc1ccc(Cl)cc1	105.0	0.4
C=CCn1c(SCCN2CCCCC2)nnc1C1CCCCC1	101.0	-0.3
CCNC(=O)COc1ccc(OCc2ccccc2)cc1	100.0	-0.5
CCOC(=O)c1c(Nc2nc3ccccc3nc2N2CCN(C(=O)OCC)CC2)sc(C)c1C	106.0	0.4

Additional structures follow:
SMILES	Polio RdRp inh	Polio RdRp inh FP z-score
O=C(COC(=O)C1CC2CCCC(C1)C2=O)NC1CCS(=O)(=O)C1 (configuration not stated)	104.0	0.1
CCn1c(=S)sc2c(=O)n3[nH]c(=O)c4ccccc4c3nc21	102.0	0.1
Cc1c(Cl)cccc1NC(=O)CSc1ccc(-c2ccccn2)nn1	101.0	-0.7
NCC1NCCc2ccccc21 (configuration not stated)	101.0	-0.3
CCCCN(C)CCCNC(=O)C1CCN(S(=O)(=O)CCC)CC1	117.0	1.5
O=C(Cn1cnc2c(cnn2-c2ccc(F)cc2)c1=O)NC1CCCC1	100.0	-0.2
O=c1c(N2CCCCC2)csc2ccccc12	103.0	1.3
CCSc1ncnc2c(-c3ccc(OC)cc3)nsc12	100.0	-1.2
CC(C)(CO)NC(=O)CSc1ccc(C(F)(F)F)cc1Cl	108.0	0.5
CC1(C)CC(NC(=O)/C=C/c2ccc(F)cc2)CC(C)(C)N1	101.0	-0.3

A few values from the results shown.
Under Polio RdRp inh, `NCC1NCCc2ccccc21` (configuration not stated) is entered as 101.0
Under Polio RdRp inh FP z-score, `CC(C)(CO)NC(=O)CSc1ccc(C(F)(F)F)cc1Cl` is entered as 0.5
Under Polio RdRp inh, `O=C(COC(=O)C1CC2CCCC(C1)C2=O)NC1CCS(=O)(=O)C1` (configuration not stated) is entered as 104.0
Under Polio RdRp inh FP z-score, `Cc1c(Cl)cccc1NC(=O)CSc1ccc(-c2ccccn2)nn1` is entered as -0.7
Under Polio RdRp inh FP z-score, `CCSc1ncnc2c(-c3ccc(OC)cc3)nsc12` is entered as -1.2

The listing continues.
SMILES	Polio RdRp inh	Polio RdRp inh FP z-score
Cc1cc(C)cc(-n2c(/C=C/c3cccc(F)c3)nc3ccccc3c2=O)c1	111.0	0.7
Cc1ccc(NC(=O)CCn2nc(C)cc2C)c(C)c1	102.0	-0.1
CNC(=O)c1c(NC(=O)/C=C/c2cccs2)sc(C)c1C	103.0	0.3
CC(Sc1nnc2ccc3ccccc3n12)C(=O)Nc1ccc(Cl)cc1 (configuration not stated)	104.0	0.1
Cc1csc(NC(=O)c2cccs2)n1	101.0	-0.6

Bioassay records deposited in PubChem by ICCB-Longwood Screening Facility, Harvard Medical School.
